Screening data (PubChem)
JMJD2A Tudor inh – blocks the human JMJD2A Tudor domain; Potency, µM (highest dose often 114 µM), inactives show at the highest dose activity change, negative = inhibition, hits mostly inhibitors; O75164; AlphaScreen JMJD2A-Tudor / H3K4me3 peptide binding; 390,000 compounds, 4.4% hits; further: potency means the concentration at half of the fitted maximal effect; on the % scale 0 is the no-effect control and ±100 the full control effect; nearly all actives have a fitted effect of over 50% in size
RGS4 inh – blocks human RGS4-accelerated GTP hydrolysis; P49798; Transcreener GDP fluorescence polarization, RGS4-accelerated GTP hydrolysis; Potency, µM (titrated, usually from 114 µM), without a hit: at the highest dose activity change, negative = inhibition, usual class: inhibitors; 390,000 compounds, 0.039% hits; further: potency means the concentration at half of the fitted maximal effect; on the % scale 0 is the no-effect control and ±100 the full control effect; nearly all actives have a fitted effect of over 75% in size; some results filed as inactive show a strong effect at the top dose
Target sequence (P49798 whole entry, looked up): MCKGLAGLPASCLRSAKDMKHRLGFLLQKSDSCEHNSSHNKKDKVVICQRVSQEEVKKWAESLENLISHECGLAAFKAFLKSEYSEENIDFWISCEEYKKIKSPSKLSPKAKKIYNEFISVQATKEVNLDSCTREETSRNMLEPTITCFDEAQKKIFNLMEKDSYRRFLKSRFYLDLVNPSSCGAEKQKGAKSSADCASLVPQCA
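MLSMR compounds (23 nl, pin-transferred) preincubated 10 min at room temperature with a 500nM (2x) first reagent, then RGS4 at 900nM (2x) plus Transcreener GDP mix added; fluorescence polarization (620/688 nm) read before and after 90 min at 30 °C.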
ERG Ets-DNA blk – inhibitors of human ERG Ets domain-DNA interaction. P11308. fluorescence polarization, His-ERG Ets domain / labelled DNA. Potency, µM (titrated, usually from 76.9 µM), inactives show at the highest dose FP activity, negative = inhibition, usual class: inhibitors. 370,000 compounds, 0.028% hits. AID 624246; active means well fitted inhibition curve with a large enough effect in the polarisation, with a control signal flat; inconclusive means small, poorly fitted or top-dose-only effect, or effect the other way, or a change in a side signal; inactive means no such curve, though single readings can be large or run the other way; the % refers to the polarisation;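 further: polarization taken with two DNA probes labelled with fluorescein and Texas red; potency means the concentration at half of the fitted maximal effect; % of control where 0% means no effect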
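His-tagged ERG Ets domain (1 uM in the protein solution; 300mM KCl, 50mM Tris-HCl, 1mM EDTA, 1mM DTT, pH 7.5) received compound, then a probe mix of 5 nM fluorescein-DNA and 100nM Texas-615-DNA. Fluorescence polarization was read for both dyes.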
12-LOX inh – blocks human arachidonate 12S-lipoxygenase; P18054; purified 12hLO, xylenol orange hydroperoxide absorbance; Potency, µM (series often up to 108 µM), inactives show at the highest dose activity change, negative = inhibition, usual class: inhibitors; 580,000 compounds, 1.1% hits; AID 1671190; further: potency means the concentration at half of the fitted maximal effect; on the % scale 0 is the no-effect control and ±100 the full control effect
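Purified human 12hLO (150 nM final) in 25 mM Hepes, 0.01% Triton X-100, pH 7.0 was preincubated 15 min at room temperature with compound. Then 40 uM arachidonic acid was added, 30 min. Hydroperoxide was read by Fe-XO absorbance ratio 573/405 nm.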
PI4K2A inh – PI4K2A (human) kinase inhibition; Q9BTU6; purified PI4K2A, ADP-Glo luminescence, 1 h; active compounds read low; activity change, negative = inhibition, % at 76.9 µM; 420,000 compounds, 0.13% hits; AID 1346378; in the data active means activity change below about -50%; inconclusive means mostly about -30% to -49%;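 further: -100% = wells without enzyme as full effect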
Target sequence (Q9BTU6 whole entry, looked up): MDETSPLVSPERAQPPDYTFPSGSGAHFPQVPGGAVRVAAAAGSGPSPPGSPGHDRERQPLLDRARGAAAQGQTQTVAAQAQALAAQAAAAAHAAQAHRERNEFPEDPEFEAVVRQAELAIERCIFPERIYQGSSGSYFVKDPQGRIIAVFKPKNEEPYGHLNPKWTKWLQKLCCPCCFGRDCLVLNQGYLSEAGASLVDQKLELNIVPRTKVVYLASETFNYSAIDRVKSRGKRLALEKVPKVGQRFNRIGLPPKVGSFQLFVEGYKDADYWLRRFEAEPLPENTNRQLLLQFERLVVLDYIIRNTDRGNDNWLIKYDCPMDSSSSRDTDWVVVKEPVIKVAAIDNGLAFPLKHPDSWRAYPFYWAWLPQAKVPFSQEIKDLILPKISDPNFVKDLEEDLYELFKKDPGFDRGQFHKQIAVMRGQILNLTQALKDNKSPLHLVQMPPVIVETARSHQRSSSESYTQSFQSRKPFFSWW
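ADP-Glo luminescence measured ADP generated by PI4K2A enzyme (4 ug/mL before mixing) with 1.2 mM PI substrate (pre-mix) and 300 microM ATP (pre-mix). Tris pH7.5 buffer with MgCl2, Triton X-100; 1 h reaction at ambient temperature.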
HP1b chromo inh – HP1-beta chromodomain-methylated histone interaction inhibition; P83916; 390,000 compounds, 0.56% hits; Potency, µM (series often up to 114 µM), for the others: at the highest dose activity change, negative = inhibition, usual class: inhibitors; AlphaScreen HP1-beta / biotin-H3K9me3 peptide binding; further: potency means the concentration at half of the fitted maximal effect; nearly all actives have a fitted effect of over 70% in size; inactives centre near 23
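HP1-beta protein (50 nM final) preincubated 30 min at room temperature with biotinylated H3(1-18)K9me3 peptide (50 nM) in PBS pH 7.4, 0.01% Tween-20, then compound added for 30 min. AlphaScreen streptavidin donor/nickel chelate acceptor beads (10 ug/mL final), 30 min dark, luminescence read.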
GLS inh – glutaminase GLS (human) inhibition; 410,000 compounds, 0.21% hits; Potency, µM (highest dose often 45.5 µM), for the others: top-dose activity change, negative = inhibition, most hits filed as inhibitors; GLS enzymatic activity, qHTS titration; further: potency means the concentration at half of the fitted maximal effect; on the % scale 0 is the no-effect control and ±100 the full control effect
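Assay buffer: 45 mM KH2PO4 pH 8.2, 0.02% Tween-20. hKGA acts on L-glutamine (1 mM solution added); product glutamate is reported by an oxidase/peroxidase Amplex Red coupling, with fluorescence taken at baseline and 30 min.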
G9a inh – inhibitors of human histone lysine methyltransferase G9a | Potency, µM (doses to about 102 µM), for inactives: at the highest dose activity, negative = inhibition, actives largely listed as inhibitors | G9a H3K9 monomethylation, AlphaScreen, 2 h | AID 504332 | 350,000 compounds, 8.8% hits; further: potency means the concentration at half of the fitted maximal effect; on the % scale 0 is the no-effect control and ±100 the full control effect; nearly all actives have a fitted effect of over 75% in size
Target sequence (Q96KQ7 913-1193 limits assumed): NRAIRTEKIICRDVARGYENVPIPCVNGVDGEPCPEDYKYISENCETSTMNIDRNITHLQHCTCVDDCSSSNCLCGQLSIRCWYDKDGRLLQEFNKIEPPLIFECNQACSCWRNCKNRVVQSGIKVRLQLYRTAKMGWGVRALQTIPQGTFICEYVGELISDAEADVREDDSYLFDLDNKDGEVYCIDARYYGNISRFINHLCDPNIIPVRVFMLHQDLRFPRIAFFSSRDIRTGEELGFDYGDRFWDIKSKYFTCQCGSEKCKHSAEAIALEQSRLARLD
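Compounds were preincubated with 20 nM G9a for 15 min, after which biotinylated H3K9 peptide (500 nM) and SAM (20 uM) started a 2 h room-temperature reaction. Monomethylated product was quantified by antibody-based AlphaScreen chemiluminescence.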
BAZ2B inh – blocks human BAZ2B | Potency, µM (titrated, usually from 114 µM), for inactives: at the top dose activity change, negative = inhibition, actives largely listed as inhibitors | Q9UIF8 | 360,000 compounds, 4.4% hits | AID 504333 | AlphaScreen BAZ2B-H3K14Ac peptide displacement; further: potency means the concentration at half of the fitted maximal effect; on the % scale 0 is the no-effect control and ±100 the full control effect; nearly all actives have a fitted effect of over 60% in size
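Multi-concentration screen (max 110 uM) measuring displacement of acetylated histone H3 peptide from BAZ2B by AlphaScreen, using 50 nM protein, 50 nM peptide and 10 ug/mL streptavidin donor plus Ni-chelate acceptor beads.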
Numbers without * were called inactive; ? = inconclusive; · = not tested or not shown; & = joins results of further samples; [ ] = another dose, or the depositor's remark. Unless noted, the call rests on the fitted dose curve; in most records, active means well fitted curve in the direction sought with a large enough effect; inconclusive means small, poorly fitted or top-dose-only effect, or another doubt; inactive means no such curve, though single readings can be large; an effect the other way counts as inactive or inconclusive.

SMILES	JMJD2A Tudor inh	RGS4 inh	ERG Ets-DNA blk	12-LOX inh	PI4K2A inh	HP1b chromo inh	GLS inh	G9a inh	BAZ2B inh
Cn1c(SCCOc2ccc(Cl)cc2)nnc1-c1ccncc1	-14%	21%	-7%	0%	4	11%	24%	0%[59 µM]	4%
CCc1ccccc1NC(=O)CNC(=O)c1cc(C2CC2)nn1-c1ccccc1	-22%	-9%	19%	0%	-2	36%	-3%	12%[2.33 µM]	21%
NC(=O)c1cc2ccccc2o/c1=N\NC(=O)c1ccc(F)cc1	-18%	13%	-7%	-5%	-1	32%	1%	11%	-23%
C=CCNS(=O)(=O)c1ccc(C(=O)OCc2cc(=O)oc3cc(OC)ccc23)cc1	-22%	-12%	-14%	17%	-5	-12%	8%	-16%	2%
CCOC(=O)CNC(=O)c1ccccc1Br	-12%	4%	-4%	-26%	-3	22%	1%	-25%[12.7 µM]	-2%
CCCC(=O)NC(=S)Nc1cccc(-c2nc3ncccc3o2)c1	-3%	-7%	-1%	0%	5	42%[activator]	9%	22µM*	-34%
CC(C)(C)C(=O)Nc1nc2c(c(=O)[nH]1)CCCC2	2%	30%	-5%	-6%	-5	7%	2%	5%	1%
COc1ccc(OC)c(NC(=O)c2cccc(N3C(=O)C4C5CCC(C5)C4C3=O)c2)c1 (stereo not drawn)	-10%	11%	5%	-3%	0	17%	7%	·	10%
O=C(NCCN1CCOCC1)c1ccc(NC(=O)C2COc3ccccc3O2)cc1 (stereo not drawn)	-3%	-11%	10%	4%	-1	36%	-2%	?	?
CCOc1ccccc1NC(=O)CSc1ncc(S(=O)(=O)c2ccc(C)c(C)c2)c(N)n1	-5%	-12%	3%	-12%	-3	21%	0%	20%[59 µM]	14%
CC(Cc1cccs1)NC(=O)Nc1ccc(Cl)cc1 (stereo not drawn)	-9%	-4%	-10%	-13%	1	33%	0%	-2%[12.7 µM]	10%
CCc1nn(CCCC(=O)NCc2ccc(OC(C)C)cc2)c(=O)c2cc3occc3n12	-11%&-8%	9%&-11%	4%&2%	1%&0%	2&4	21%&29%	2%&-1%	-1%	-22%[57.1 µM]
NC(N)=NCC(O)CN(c1ccccc1)c1ccccc1 (stereo not drawn)	?	7%	9%	?	2	8%	20%	?	-29%
Cc1ccc(C(c2nnnn2C2CCCCC2)N2CCc3ccccc32)cc1 (stereo not drawn)	-16%	-26%	-6%	14%	-4	11%	11%	1%[59 µM]	-34%
O=C(COC(=O)CCC1CCCC1)Nc1ccccc1Br	114%[activator]	-6%	10%	6%	-2	181%[activator]	2%	19%[12.7 µM]	158%[activator]
CCc1nnc(NCn2nc(C)cc2C)s1	-1%	-9%	-13%	-2%	1	39%[activator]	-12%	-13%[59 µM]	-23%
CC(C)=Cc1c(O)nc2ccccn2c1=O	-15%	0%	1%	3%	-4	18%	-7%	-4%	-26%
Cc1ccc(C)c(N2CCN(S(=O)(=O)c3c(C(=O)N4CCC(C)CC4)c(C)n(C)c3C)CC2)c1	?	10%	0%	?	1	-10%	6%	10%[12.7 µM]	50µM*
NC(=O)CNC(=O)[C@@H]1CC2(CC(c3ccccc3)=NO2)CN1C(=O)c1ccc(Br)cc1 (stereo partly drawn)	-19%	16%	-4%	10%	-1	30%	8%	31%[12.7 µM]	-23%
CC(C)CN(C(=O)c1ccc2c(c1)OCO2)C1CCS(=O)(=O)C1 (stereo not drawn)	-2%	-19%	-5%	-11%	1	17%	0%	-5%	-9%
CCC(C)NC(=O)c1ccccc1NC(=O)CN(c1cc(C)ccc1OC)S(C)(=O)=O (stereo not drawn)	-7%	-32%[56.9 µM]	-4%	320%[activator]	6	71%[activator]	5%	·	-9%
OC(CNCC1COc2ccccc2O1)COc1ccccc1F (stereo not drawn)	-15%	-2%	-5%	-10%	0	?	3%	-7%	-6%
OC(CNCc1ccccn1)c1ccccc1 (stereo not drawn)	-7%[57.1 µM]	-15%	0%	10%	11	60%[activator]	0%	?	22µM*
COc1cccc(CN(C)CC(=O)NCc2ccccc2Cl)c1OC	-5%	-42%	6%	8%	0	42%[activator]	-7%	-1%[59 µM]	-35%
Cc1ccc(N(C(=O)c2ccccn2)C2(C(=O)NC3CCCC3)CCCCC2)cc1	-20%	-18%	5%	0%	-2	6%	-22%	-5%	2%
SMILES	JMJD2A Tudor inh	RGS4 inh	ERG Ets-DNA blk	12-LOX inh	PI4K2A inh	HP1b chromo inh	GLS inh	G9a inh	BAZ2B inh
O=C(Nc1ccc2nc(SCC(=O)N3CCCc4ccccc43)sc2c1)c1cccc(F)c1	-19%	9%	1%	-1%&-13%	2	5%	-11%	-21%[59 µM]	-25%
CCOc1ccccc1C(=O)N1CC(=O)Nc2ccc(C)cc2C1c1ccccc1 (stereo not drawn)	-13%	-9%	0%	?	1	29%	7%	0%[59 µM]	-10%
O=C(NCc1ccccn1)C1COc2ccccc2O1 (stereo not drawn)	-13%	-18%	6%	0%	-8	34%	6%	44%[59 µM]	10%
Cc1ccc(C2=Nc3ccccc3N=C(C(Cl)Cl)C2)cc1	?	-43%	-6%	-3%	-20	14%	0%	?	?
NC(=O)/C(=C/c1ccco1)NC(=O)c1ccc(Br)o1	?	-7%	-2%	30%	-9	15%	9%	·	·
Cc1ccc(C(C(=O)NC2CCCCC2)N(C(=O)c2csnn2)C2CCCC2)o1 (stereo not drawn)	-25%	2%	0%	?	1	17%	-4%	-6%[59 µM]	-23%
Cc1nn(C(C)C(=O)NCCc2ccccc2)c(=O)c2cc3occc3n12 (stereo not drawn)	-11%	-9%	1%	12%	3	19%	-2%	·	3%
O=C(CSc1nc2ccccc2c(=O)n1CC1CCCCC1)N1CCOCC1	-12%	17%	7%	-18%	2	17%	0%	14%[59 µM]	-5%
COCCCNCCCOc1ccc(Cl)cc1C(C)(C)C	28µM*	-13%	-2%	?	1	-27%	2%	?	1%
C=CC(=O)Nc1ccc(N(C)c2ccnc(Nc3ccc(N4CCN(C)CC4)cc3)n2)cc1	35µM*	-44%	7%	9%	-7	?	43%[activator]	·	·
Cc1ccc(NC(=O)COC(=O)c2ccccc2Nc2ccccc2)cc1	-4%	1%	7%	5%	-3	28%	11%	-49%[59 µM]	-37%
O=C(Nc1ccc2c(c1)OCCO2)C1CCCN1S(=O)(=O)c1ccc(Cl)cc1 (stereo not drawn)	-9%	10%	1%	32%[activator]	4	12%	15%	-20%[2.33 µM]	-36%
N/C(=N\OC(=O)N1CCOCC1)c1ccc(Br)cc1	-9%	-7%	-19%	23%	-1	36%	-8%	-26%	-4%
CCOc1ccc(CNC(=S)Nc2ccccc2)cc1Cl	-15%	-13%	0%	?	2	59%[activator]	-3%	·	-7%
CCCc1nc2ccccc2[nH]1	-17%	4%	1%	13%	-1	13%	-3%	16%[12.7 µM]	9%
CCNC(=O)N(C)C[C@H]1N[C@@](CC)(C(=O)OC)[C@H]2C(=O)N(Cc3ccccc3)C(=O)[C@@H]12	-25%	3%	-7%	?	6	36%	-6%	·	·
CC(C)CN(C(=O)CN1CCN(c2ccc(O)cc2)CC1)c1c(N)n(CC(C)C)c(=O)[nH]c1=O	?	-24%	-10%	-22%	2	50µM*	5%	?	-6%
Cc1cc(C(=O)NNC(=S)NC2CCCCC2)cs1	7%	-21%	2%	-7%	4	35%	-6%	30%	-2%
CC(C(=O)O)n1nc2ccccc2n1 (stereo not drawn)	-23%	8%	-6%	?	7	26%	-2%	-44%[59 µM]	?
COCOc1ccc(C=O)c(OCOC)c1	-16%	11%	24%	34%	2	23%	-2%	·	·
COc1ccc(NC(=O)COC(=O)c2ccc(-n3nc(C)cc3C)cc2)cc1OC	-6%	-17%	7%	?	2	8%	0%	0%[12.7 µM]	8%
CCOC(=O)c1nn(-c2ccc(Cl)cc2)c2nnc(Cc3ccc(C)cc3)c(=O)n12	-14%	0%	5%	-29%	-1	-6%	6%	12%[59 µM]	4%
COc1ccc(C(O)P(=O)(OC(C)C)OC(C)C)c(OC)c1 (stereo not drawn)	10%	-14%	-6%	-13%	0	20%	-5%	4%	0%
COCCCNC(=O)C1CC(=O)N(Cc2ccc(OC)cc2)C1 (stereo not drawn)	-10%	10%	·	22%	-3	24%	-3%	3%[12.7 µM]	-16%
O=C(CSc1nnc(Cc2cc(=O)[nH]c(=O)[nH]2)n1-c1ccc(F)cc1)N1CCCCC1	-13%	-3%	5%	70%[activator]	-6	72%[activator]	0%	?	-4%
COc1ccccc1OCCNC(=O)c1cccc(S(=O)(=O)N2CCN(Cc3ccccc3)CC2)c1	-23%	-5%	17%	11%	-1	37%	-7%	19%[12.7 µM]	-30%
CC1CCC2(CC1)NC(=O)c1ccccc1O2 (stereo not drawn)	-9%	9%	9%	0%	-3	11%	-4%	-2%[12.7 µM]	0%

This is a subset; count on the stated rates, not on these rows.
